# OPRM1-OPRD1 ag = OPRM1-OPRD1 heterodimerization agonism. cells, luminescence. activation, % at 9.3 µM. hit rate 0.3% among 340,000; in the data active = activation above about 18%;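 also: 0% = vehicle-treated cells and 100% = reference agonist; values of inactives mirror those of a sister screen read the other way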
# Target sequence (P35372 whole entry, looked up): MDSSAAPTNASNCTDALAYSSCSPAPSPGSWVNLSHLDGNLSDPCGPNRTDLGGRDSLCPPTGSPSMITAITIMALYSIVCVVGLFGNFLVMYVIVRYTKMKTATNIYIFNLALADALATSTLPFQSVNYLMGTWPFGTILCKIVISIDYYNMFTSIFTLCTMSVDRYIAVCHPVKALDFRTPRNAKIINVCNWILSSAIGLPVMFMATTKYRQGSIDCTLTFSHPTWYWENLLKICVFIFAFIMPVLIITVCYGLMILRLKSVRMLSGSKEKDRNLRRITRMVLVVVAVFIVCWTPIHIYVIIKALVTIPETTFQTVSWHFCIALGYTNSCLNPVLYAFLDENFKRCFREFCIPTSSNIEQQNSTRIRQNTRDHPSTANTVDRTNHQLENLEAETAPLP
# Target sequence (P41143 whole entry, looked up): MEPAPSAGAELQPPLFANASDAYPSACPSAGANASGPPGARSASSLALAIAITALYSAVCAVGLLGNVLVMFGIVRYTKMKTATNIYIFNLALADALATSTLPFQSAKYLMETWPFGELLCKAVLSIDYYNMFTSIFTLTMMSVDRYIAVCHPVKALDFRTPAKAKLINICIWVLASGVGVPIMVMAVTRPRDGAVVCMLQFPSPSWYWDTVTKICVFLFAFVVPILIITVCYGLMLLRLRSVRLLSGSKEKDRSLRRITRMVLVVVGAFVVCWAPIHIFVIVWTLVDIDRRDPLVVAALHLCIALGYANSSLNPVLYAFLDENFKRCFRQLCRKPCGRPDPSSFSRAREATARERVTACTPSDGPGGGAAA
# HTR5A inv ag = inverse agonist of human HTR5A in OPRM1-OPRD1 counter-screen | inhibition, % at 9.3 µM | AID 504634 | hit rate 0.083% among 340,000 | HTR5A cell line, luminescence, inverse agonism | P47898; in the data active = inhibition mostly above about 23%, no sharp cut-off; inactive = mostly below about 18%;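 also: 0% = cells with DMSO and 100% = no-cell wells with DMSO; some compounds called inactive have numbers as strong as hits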
# PKA-R1A act = PKA-R1A complex activation. hit rate 0.083% among 340,000. activation, % at 11.4 µM. P00514+P68181. PKA-R1A dissociation, Cy5-IP20 fluorescence polarization; scaled: DMSO 0%, 113 µM cGMP 100%. AID 504707;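 active = percent activation above the mean of all tested compounds plus 3 SD, cut at about 19% in these data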;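 also: higher means more PKAc released from R1A so a rise in polarization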
# Pemphigus Ab inh = inhibitors of pemphigus antibody binding to human desmoglein-3; P32926; DSG3-coupled beads, scFv-anti-DSG3-GFP binding, flow cytometry; hits give low values; binding (percent of control), % at 10 µM; hit rate 0.48% among 310,000; AID 588358;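 active = binding more than 3 SD below its plate's average and above zero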;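 also: hits lower antibody fragment binding to DSG3; some compounds called inactive have numbers as strong as hits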
# Arrestin-AP2 inh = inhibitors of human beta-arrestin and AP2 interaction. inhibition, % at 10 µM. FITC-arrestin peptide / GST-AP2 beads, flow cytometry; AP2 beta2 appendage carries R879A mutation. hit rate 0.31% among 340,000;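 active = inhibition above a set limit, near 3 SD of compounds lacking own fluorescence, cut at about 54% in these data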;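 also: plate controls were DMSO wells for no effect and 5 µM unlabelled arrestin peptide for full effect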
#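 System: GST-AP2 R879A glutathione beads. Medium: PBS with 0.05% Tween 20 and 0.1% BSA. Also added: FITC-arrestin peptide, 50 nM. Incubation: 12 min plus 1 h, RT. Measured by: high-throughput flow cytometry of beads, ex 488, em 535 nm. Evaluation: percent drop in bead-associated FITC signal.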
# HTR5A ag ctr = activates human HTR5A in OPRM1-OPRD1 agonist counter-screen. P47898. HTR5A agonist assay, luminescence, cell-based. activation, % at 9.3 µM. hit rate 0.61% among 340,000; in the data active = activation mostly above about 9.5%, no sharp cut-off; inactive = mostly below about 7.6%;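 also: 0% = cells with vehicle only and 100% = reference agonist; strong numbers were not always called active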
# DAGLB inh = diacylglycerol lipase beta (human) inhibition; Q8NCG7; HEK293T DAGLB membrane lysate, EnzChek fluorogenic substrate; inhibition, % at 5.17 µM; hit rate 0.059% among 340,000; AID 504411; in the data active = inhibition above about 34%;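 also: 0% = enzyme with vehicle and 100% = wells lacking enzyme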
# MOR-DOR inv ag = mu-delta opioid heterodimer inverse agonism; cell-based MOR-DOR heterodimer luminescence; inhibition, % at 9.3 µM; hit rate 0.21% among 340,000; in the data active = inhibition above about 22%, passing the limit was not always enough;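 also: 0% = cells with DMSO and 100% = wells without cells with DMSO; values of inactives mirror those of a sister screen read the other way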
# PKA-R2B act = activates the human PKA-R2B holoenzyme complex; PKA-R2B holoenzyme dissociation, Cy5-IP20 fluorescence polarization; R2B truncated from residue 108, S112A mutant; 0% DMSO only, 100% 113 µM cGMP; P22694+P31323; activation, % at 11.4 µM; hit rate 0.079% among 340,000;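 active = activation above a cutoff set at the mean over all compounds plus 3 SD, cut at about 18% in these data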;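 also: higher means more holoenzyme dissociation and a rise in polarization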
# V-ATPase pHluor = regulators of yeast V-ATPase proton transport. S. cerevisiae, pHLuorin cytosolic pH fluorescence. response, % at 10 µM. hit rate 0.37% among 350,000; in the data active = response mostly above about 7.3%, no sharp cut-off; inactive = mostly below about 5.4%; also: actives read high; inactives centre near 0; some compounds called inactive have numbers as strong as hits; reference of the scale not given here
# * marks the source's active call; other numbers are inactive results; · = not tested or not shown. Compounds as they come; 2.4% or so of the library scored in one or more.
SMILES,OPRM1-OPRD1 ag,HTR5A inv ag,PKA-R1A act,Pemphigus Ab inh,Arrestin-AP2 inh,HTR5A ag ctr,DAGLB inh,MOR-DOR inv ag,PKA-R2B act,V-ATPase pHluor
Cc1cnc([N+](=O)[O-])n1CCOC(=O)NC(=O)c1cccc(F)c1,-1.4,24.6,-16.0,109.9,-16.5,-3.2,2.2,6.5,-5.1,2.0
COc1ccc(C2=Nn3c(nnc3-c3cc(C)[nH]n3)SC2)cc1,-2.8,8.7,0.3,·,0.2,-3.3,-0.2,13.6,-0.6,3.0
Cc1ccccc1C(=O)NNC(=O)Cc1ccccc1,0.0,0.6,1.7,99.4,14.8,2.4,-1.0,-0.1,4.5,4.7
CC1(C)CC2(CC(c3ccccc3)c3ccc(O)cc3O2)NC(=S)N1 (configuration not stated),-1.9,18.6,3.4,111.7,-3.8,-2.7,4.0,9.1,-5.3,-2.3
C=CCn1c(SCc2cc([N+](=O)[O-])cc3c2OCOC3)nc2cc(C(=O)O)ccc2c1=O,-2.5,11.7,-5.8,99.0,4.7,-4.1,2.9,13.7,-3.4,1.2
COc1ccccc1/C=C/C(=O)OCC(=O)NNC(=O)c1ccccc1,-0.6,19.1,4.2,95.4,1.9,-2.3,-0.9,2.9,-0.2,-4.8
CN(C)S(=O)(=O)c1ccc(C(=O)Oc2coc(CSc3ncccn3)cc2=O)cc1,-1.4,-11.4,-6.3,103.2,-4.4,-1.0,-0.5,9.9,-0.6,0.6
COC(=O)C1=C(C)N=C2SC(C#N)=C(N)N2C1c1ccc(OCc2ccccc2)cc1 (configuration not stated),0.6,-32.9,-3.7,105.5,-3.4,-2.3,1.2,-3.2,-0.3,0.4
Cc1cccnc1N(C(=O)Nc1ccccc1)C1=NCC(C)(C)S1,-3.0,-9.0,-2.5,95.5,2.3,1.4,2.3,16.9,-7.6,0.1
COc1ccccc1C1CC(=O)n2c(nc(-c3ccccc3)c2-c2ccccc2)S1 (configuration not stated),-1.2,6.0,12.7,130.4,38.1,2.3,-0.5,6.8,-15.9,1.9
Cc1occc1C(=O)NNC(=O)c1nn(C)c(=O)c2ccccc12,0.0,7.9,4.3,86.5,-8.8,-3.2,1.5,0.3,-6.8,-1.3
CC1CCCC(NC(=O)c2cc(S(=O)(=O)N3CCCCC3)ccc2Cl)C1C (configuration not stated),-4.5,-2.3,-4.0,·,-10.8,0.5,-6.4,17.3,6.7,6.1

# Next part, starting with the last two of the part before.
SMILES,OPRM1-OPRD1 ag,HTR5A inv ag,PKA-R1A act,Pemphigus Ab inh,Arrestin-AP2 inh,HTR5A ag ctr,DAGLB inh,MOR-DOR inv ag,PKA-R2B act,V-ATPase pHluor
Cc1occc1C(=O)NNC(=O)c1nn(C)c(=O)c2ccccc12,0.0,7.9,4.3,86.5,-8.8,-3.2,1.5,0.3,-6.8,-1.3
CC1CCCC(NC(=O)c2cc(S(=O)(=O)N3CCCCC3)ccc2Cl)C1C (configuration not stated),-4.5,-2.3,-4.0,·,-10.8,0.5,-6.4,17.3,6.7,6.1
NNc1nc2sc3c(c2c(=O)n1Cc1ccccc1)CCC3,-3.2,7.5,-3.5,111.8,40.9,0.0,0.2,16.3,4.0,-1.1
COc1ccc(-n2nnnc2SCC(=O)NC2CCCC2)cc1OC,-1.4,8.8,-8.9,·,-0.6,-3.3,0.4,10.8,1.2,0.1
CCN(CC(=O)NCc1cccs1)C(=O)COc1ccc(C(C)=O)cc1,-3.0,6.9,0.5,104.8,-0.8,1.4,-3.0,11.1,-11.4,-1.1
CC(C)c1nnc(NC(=O)CN(C)S(=O)(=O)c2ccc3c(c2)OCCO3)s1,0.1,9.2,2.6,104.0,35.9,-3.3,-3.5,-0.4,-2.5,-4.7
O=C(NCc1ccccn1)c1cccc(NS(=O)(=O)c2ccccc2)c1,-1.2,-1.2,-13.8,100.8,-15.4,0.4,-0.3,7.8,-7.8,-3.1
O=C(CSc1nc(-c2ccccc2)c(-c2ccccc2)o1)Nc1nnc(-c2ccccc2)s1,-0.2,2.0,-1.1,103.3,2.6,-0.8,0.0,1.1,-1.4,-2.0
COc1ccc(S(=O)(=O)N2CCOC23CCN(S(=O)(=O)c2ccc(F)cc2)CC3)cc1,-0.3,0.6,4.0,92.9,-13.6,-6.0,0.9,1.8,2.3,-2.0
O=C1CN(C(=O)CSc2nncn2-c2ccccc2)c2ccccc2N1,-1.7,2.1,2.0,102.1,5.4,-0.8,-0.9,9.1,-6.5,0.9
Cc1cc(C)c(C)c(S(=O)(=O)Nc2ccccc2C(=O)NCCCN2CCOCC2)c1C,-2.8,3.3,-8.8,102.4,-15.3,-0.1,-1.0,14.3,-2.7,-2.0
CCC1CCCCN1C(=O)Cn1c(C(=O)OC)cc2ccsc21 (configuration not stated),-1.2,6.7,1.3,85.3,-0.8,1.6,-0.4,6.8,-12.1,1.9
Cn1nc(C(=O)NCCc2ccc(Cl)cc2)c2c1-c1ccccc1S(=O)(=O)C2,-1.7,-8.6,-15.4,117.3,-15.3,2.3,0.9,8.7,-6.1,-2.7
CCCCCCc1ccc(N2C[C@H](Cc3ccccc3)[C@@H](CC(=O)Nc3ccccc3)C2=O)cc1,-0.7,-26.2,-7.8,110.0,1.2,2.5,-18.2,3.6,6.2,-1.9

# Results in PKA-R2B act (three entries from above):
Structure	PKA-R2B act
C=CCn1c(SCc2cc([N+](=O)[O-])cc3c2OCOC3)nc2cc(C(=O)O)ccc2c1=O	-3.4
COc1ccccc1/C=C/C(=O)OCC(=O)NNC(=O)c1ccccc1	-0.2
CN(C)S(=O)(=O)c1ccc(C(=O)Oc2coc(CSc3ncccn3)cc2=O)cc1	-0.6

# Other entries follow.
SMILES,OPRM1-OPRD1 ag,HTR5A inv ag,PKA-R1A act,Pemphigus Ab inh,Arrestin-AP2 inh,HTR5A ag ctr,DAGLB inh,MOR-DOR inv ag,PKA-R2B act,V-ATPase pHluor
O=S(=O)(NC1CCCCC1N1CCCCC1)c1ccccc1 (configuration not stated),-1.7,3.9,-2.3,106.9,0.5,-1.0,1.5,8.2,-7.2,-0.8
CN(CC(=O)Nc1cccc(F)c1)CC(=O)Nc1ccccc1-c1ccccc1,3.4,3.8,3.9,95.0,7.0,-1.0,-1.2,-17.5,-1.4,6.0
Cc1cc(C)c2c(CN3CCCCC3C)cc(=O)oc2c1 (configuration not stated),3.8,-1.9,-5.0,91.2,9.3,0.5,-9.9,-21.2,15.9,0.0
NS(=O)(=O)c1ccc(NC(NC(=O)c2cccnc2)C(Cl)(Cl)Cl)cc1 (configuration not stated),-1.9,-7.0,-11.7,115.3,36.5,2.5,-1.3,9.5,-4.2,13.4
O=C(NC1=NCCS1)[C@H](Cc1ccccc1)N1C(=O)c2ccccc2C1=O,-0.5,28.4,3.4,99.5,-9.2,-1.5,-1.2,2.8,7.2,0.1
COc1ccc(NC(=O)CN(C)C(=O)Cc2ccc3c(c2)OCCO3)cc1,-3.4,-6.1,-2.4,121.8,11.7,2.4,-0.7,18.5,-4.5,4.2
COCCn1c(C)cc(/C=C2/SC(=O)N(CC(=O)N3CCCC3)C2=O)c1C,0.1,-10.8,1.7,92.8,8.8,0.1,-4.7,-0.7,-1.7,-0.5
CCSC1=NCCN1C(=O)c1ccc(S(=O)(=O)N(CC)CC)cc1,-2.8,8.3,4.5,83.3,3.1,1.3,0.0,13.9,2.3,2.0
CCOC(=O)c1ccc(S(=O)(=O)N2CCN(CCC#N)CC2)cc1,-1.2,-13.6,-6.7,105.5,1.6,4.9,-0.6,6.3,1.2,3.2
Cc1ccc(S(=O)(=O)N2CCN(C(=O)C3CSC4(C)CCC(=O)N34)CC2)cc1C (configuration not stated),-2.9,10.4,-4.8,99.9,-2.9,-3.8,-0.8,15.0,3.3,2.1
CCOC(=O)c1sc(=NC(=O)c2ccc(Cl)s2)n(C)c1C,-0.8,29.1,-9.9,·,25.0,5.7,-3.9,3.5,0.7,-5.6
COc1cccc(NC(=O)CC(c2ccc(OC(C)C)cc2)c2ccccc2OC)c1 (configuration not stated),3.9,-9.1,-0.1,127.2,-10.3,2.9,-4.3,-21.1,-3.5,2.6

# Part of the list above in order of formula weight, lowest first:
SMILES,OPRM1-OPRD1 ag,HTR5A inv ag,PKA-R1A act,Pemphigus Ab inh,Arrestin-AP2 inh,HTR5A ag ctr,DAGLB inh,MOR-DOR inv ag,PKA-R2B act,V-ATPase pHluor
CCOC(=O)c1sc(=NC(=O)c2ccc(Cl)s2)n(C)c1C,-0.8,29.1,-9.9,·,25.0,5.7,-3.9,3.5,0.7,-5.6
COCCn1c(C)cc(/C=C2/SC(=O)N(CC(=O)N3CCCC3)C2=O)c1C,0.1,-10.8,1.7,92.8,8.8,0.1,-4.7,-0.7,-1.7,-0.5
COc1cccc(NC(=O)CC(c2ccc(OC(C)C)cc2)c2ccccc2OC)c1 (configuration not stated),3.9,-9.1,-0.1,127.2,-10.3,2.9,-4.3,-21.1,-3.5,2.6

# Going on with the list:
SMILES,OPRM1-OPRD1 ag,HTR5A inv ag,PKA-R1A act,Pemphigus Ab inh,Arrestin-AP2 inh,HTR5A ag ctr,DAGLB inh,MOR-DOR inv ag,PKA-R2B act,V-ATPase pHluor
COc1ccc(C2C(C#N)=C(N)N(c3ncn[nH]3)C3=C2C(=O)CCC3)cc1 (configuration not stated),-2.1,5.1,-8.4,99.1,13.7,-2.0,-1.0,11.9,-10.0,3.3
CCn1c(CCC(=O)O)nc2cc(S(=O)(=O)N(C)C)ccc21,-3.3,7.7,-0.5,106.1,-9.4,3.4,-1.1,15.4,6.2,-0.3
O=S(=O)(c1cc(Cl)ccc1Br)N1CCCCC1,-2.9,22.0,-5.6,99.3,-0.9,-1.1,-5.5,15.7,3.4,-1.6
O=C(Nc1ccc(F)cc1)C1CCCN(S(=O)(=O)c2ccc3[nH]c(=O)ccc3c2)C1 (configuration not stated),-1.3,-6.1,-4.3,110.1,6.6,2.2,2.0,6.7,-6.0,0.5
CC(C)c1ccc(-c2nnn(CC(=O)N3CCCCC3)n2)cc1,-1.5,-9.9,-3.6,108.4,11.7,2.6,-1.5,7.4,13.0,-1.5
O=C1OCCN1C(=O)[C@H]1[C@H](c2ccc([N+](=O)[O-])cc2)C(c2ccc(F)cc2)=NN1c1ccccc1,0.8,-1.7,-12.7,96.0,5.2,0.5,1.6,-3.4,-7.4,-0.7
CN1CCCCc2c1nc1ccccc1c2N (tested in a mixture with another compound),0.9,-2.1,0.0,103.4,4.4,-3.6,1.9,-4.5,10.2,-37.8
COc1cc(C2C(C#N)=C(C)NC3=C2C(=O)c2ccccc23)cc(OC)c1OC (configuration not stated),-1.4,-2.6,2.8,101.6,-3.5,3.2,3.3,8.4,-3.7,-1.2
COC(=O)Cc1cc(OC)c(OC)cc1S(=O)(=O)N(C)C,-1.9,-6.3,-9.8,77.2,-16.0,2.4,-1.8,9.6,-3.2,-0.6
O=C(CSc1nc2c(c(=O)n1-c1ccc(Br)cc1)SCC2)Nc1nccs1,-4.1,-6.8,1.2,·,4.2,0.6,4.0,18.8,-8.5,-0.1
